# Source: PubChem
# Arr AP2 block = blocks beta-arrestin peptide binding to AP2 adaptin; inhibition, % at 10 µM; FITC-arrestin peptide / GST-AP2 beads, flow cytometry; AP2 beta2 appendage carries R879A mutation; AID 504490; hit rate 0.31% among 340,000;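 active = inhibition above a set limit, near 3 SD of compounds lacking own fluorescence, cut at about 54% in these data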;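 note: plate controls were DMSO wells for no effect and 5 µM unlabelled arrestin peptide for full effect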
#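 System: GST-AP2 R879A bound to glutathione beads, E. coli-expressed. Also added: 50 nM FITC-arrestin peptide. Schedule: compound with beads 12 min RT, then probe 1 h RT. Signal: bead flow cytometry, FITC channel. Read-out basis: percent response.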
# DAGLB inhibitor = blocks human DAGLB lipase activity. Q8NCG7. HEK293T DAGLB membrane lysate, EnzChek fluorogenic substrate. inhibition, % at 5.17 µM. hit rate 0.059% among 340,000. AID 504411; in the data active = inhibition above about 34%;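 note: 0% = enzyme with vehicle and 100% = wells lacking enzyme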
# CAL PDZ FP-1 = blocks peptide binding to the human CAL PDZ domain | inhibition, % at 24.9 µM | purified CAL PDZ, TMR-peptide fluorescence polarization, 1 h | AID 602252 | hit rate 0.92% among 300,000 | Q9HD26;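 active = mean inhibition of at least 30% with at least half of replicates also reaching 30%; inconclusive = no clear call, values can overlap the other calls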;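 note: 0% = DMSO neutral control and 100% = excess unlabeled competitor peptide PRC23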
# NSD2 HMT inh = blocks human histone methyltransferase NSD2; O96028; NSD2 peptide methylation, AlphaScreen, 120 min; inhibition, % at 12.5 µM; hit rate 0.54% among 310,000; AID 743445; in the data active = inhibition above about 50%
# Keap1-Nrf2 PPI = Keap1-Nrf2 (human) interaction inhibition. Keap1 Kelch-Nrf2 peptide fluorescence polarization, 1536-well. hit rate 0.15% among 340,000. inhibition, % at 9.4 µM. AID 504523. Q14145; in the data active = inhibition above about 12%; inconclusive = no clear call, values can overlap the other calls; inactive = below about 7.3%;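 note: human Keap1 Kelch domain with fluorescein labeled Nrf2 9mer peptide probe; 0% = neutral control wells and 100% = peptide positive control; higher means more block of Keap1 binding to Nrf2 peptide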
# RTF Ca sens inh = cardiac RTF calcium desensitization. P19429+P45379. IANBD-labeled cardiac RTF, Ca2+ fluorescence. inhibition, % at 7.15 µM. hit rate 0.12% among 340,000. AID 493244;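 active = inhibition above the mean inhibition of all tested compounds plus 3 SD, cut at about 17% in these data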;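 note: assay run at fixed EC70 calcium of 1.6 mM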
# Pemphigus Ab inh = human desmoglein-3 autoantibody binding inhibition. DSG3-coupled beads, scFv-anti-DSG3-GFP binding, flow cytometry; stronger effect = lower value. binding (percent of control), % at 10 µM. hit rate 0.48% among 310,000. AID 588358;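 active = binding more than 3 SD below its plate's average and above zero; inconclusive = below that plate limit but binding exactly zero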;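 note: hits lower antibody fragment binding to DSG3; some compounds called inactive have numbers as strong as hits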
# Target sequence (P32926 whole entry, looked up, the tested form may be a part): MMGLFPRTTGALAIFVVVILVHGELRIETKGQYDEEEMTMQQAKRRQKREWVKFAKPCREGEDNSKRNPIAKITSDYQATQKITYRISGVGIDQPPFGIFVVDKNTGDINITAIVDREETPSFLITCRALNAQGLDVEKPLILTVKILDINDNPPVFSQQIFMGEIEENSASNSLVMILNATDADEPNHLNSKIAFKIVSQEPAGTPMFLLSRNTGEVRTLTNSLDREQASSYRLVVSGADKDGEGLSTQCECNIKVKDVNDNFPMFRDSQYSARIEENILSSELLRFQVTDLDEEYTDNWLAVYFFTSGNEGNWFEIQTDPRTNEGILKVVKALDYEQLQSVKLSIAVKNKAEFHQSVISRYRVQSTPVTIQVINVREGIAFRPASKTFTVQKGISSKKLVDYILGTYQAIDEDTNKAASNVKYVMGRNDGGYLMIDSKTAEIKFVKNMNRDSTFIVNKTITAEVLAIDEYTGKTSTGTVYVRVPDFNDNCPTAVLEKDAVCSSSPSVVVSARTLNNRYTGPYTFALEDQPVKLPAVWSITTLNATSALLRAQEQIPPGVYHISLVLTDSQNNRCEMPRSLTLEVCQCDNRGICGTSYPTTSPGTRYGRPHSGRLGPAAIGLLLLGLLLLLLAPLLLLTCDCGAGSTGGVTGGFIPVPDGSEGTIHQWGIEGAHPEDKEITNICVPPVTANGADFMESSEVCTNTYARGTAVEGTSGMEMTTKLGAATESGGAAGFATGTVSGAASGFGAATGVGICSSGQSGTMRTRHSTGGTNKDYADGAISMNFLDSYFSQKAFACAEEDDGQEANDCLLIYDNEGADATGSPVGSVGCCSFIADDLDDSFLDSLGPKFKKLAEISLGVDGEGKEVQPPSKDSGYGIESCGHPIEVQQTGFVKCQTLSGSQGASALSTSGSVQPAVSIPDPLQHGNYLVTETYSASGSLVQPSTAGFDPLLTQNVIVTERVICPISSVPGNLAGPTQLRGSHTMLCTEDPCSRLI
# V-ATPase pH = regulators of yeast V-ATPase proton transport | response, % at 10 µM | AID 504577 | S. cerevisiae, pHLuorin cytosolic pH fluorescence | hit rate 0.37% among 350,000; in the data active = response mostly above about 7.3%, no sharp cut-off; inactive = mostly below about 5.4%; note: actives read high; inactives centre near 0; some compounds called inactive have numbers as strong as hits; reference of the scale not given here
# CAL PDZ FP-2 = human CAL PDZ-peptide interaction inhibition. Q9HD26. purified CAL PDZ, TMR-peptide fluorescence polarization, 1 h. inhibition, % at 20 µM. hit rate 0.02% among 330,000. AID 504414;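 active = highest replicate inhibition of at least 40%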;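 note: plate controls were DMSO neutral control wells for no effect and unlabeled competitor peptide control wells for full effect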
#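 Material: tagged CAL PDZ domain; buffer or medium: 25 mM sodium phosphate pH 7.4, 150 mM NaCl, TCEP, IgG, Thesit; compound dosing: single point, 20 µM; schedule: 1 h incubation at room temperature before polarization reading; measured by: FP readout, S and P plane fluorescence; read-out basis: percent inhibition from loss of millipolarization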
# LANA DNA inh = KSHV C-LANA DNA binding inhibition; hit rate 0.078% among 340,000; MBP-C-LANA/FAM-LBS DNA binding, fluorescence polarization; AID 504423; inhibition, % at 9 µM;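 active = highest replicate inhibition at or above 60% at 9 µM, even if other replicates fall short; inactive = all replicates below 60% inhibition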;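 note: 0% = neutral control wells and 100% = 4 µM acridine orange control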
# The depositor's hits bear a star; ? = inconclusive; . = not tested or not shown. These rows are one share of the data. The share of hits here may be higher or lower than overall.
SMILES,Arr AP2 block,DAGLB inhibitor,CAL PDZ FP-1,NSD2 HMT inh,Keap1-Nrf2 PPI,RTF Ca sens inh,Pemphigus Ab inh,V-ATPase pH,CAL PDZ FP-2,LANA DNA inh
COc1ccc2c(c1)C1CC(C)(NC(=O)C1S(=O)(=O)c1ccc(F)cc1)O2 (configuration not stated),8.2,1.6,-5.8,-1.8,-1.7,-3.2,105.9,4.8,-1.4,-1.8
CC(C)(C)CC(C)(C)NC(=O)/C=C/C(=O)O,20.1,-0.4,-2.1,-4.6,3.3,-4.8,.,-1.9,-0.2,-0.8
COC(=O)c1ccccc1NC(=O)CN1CCC(C(=O)c2ccc3c(c2)OCCO3)CC1,38.6,-8.3,5.1,-7.2,-3.6,8.0,100.4,-2.1,0.1,0.5
Cc1nn(Cc2ccc(F)cc2)c(C)c1NC(=O)c1cccnc1Cl,-1.1,-1.1,-4.3,-2.2,?,-5.9,97.6,5.3,0.0,-5.7
C/C(=C/C#N)Nc1ccc(C)cc1,3.0,-0.6,-1.7,-5.1,1.5,2.1,97.0,-1.5,-1.1,0.7
COc1ccc(C/C(N)=N/OC(=O)C(c2ccccc2)c2ccccc2)cc1OC,27.2,-4.7,-1.9,-0.7,3.1,-1.8,101.3,1.0,-2.7,0.0
COc1ccc(-c2csc(N3CCN(S(=O)(=O)c4ccc5c(c4)NC(=O)CO5)CC3)n2)cc1,-8.7,-0.6,-4.3,-5.8,0.4,4.3,94.7,-4.3,-2.1,-2.0
CCCOc1ccc(/C=C/C(=O)Nc2ccc([N+](=O)[O-])cc2C)cc1OC,-5.5,0.1,.,-1.4,-4.5,-7.5,107.9,-3.4,0.5,-0.4
CCc1nnc(NC(=O)COc2ccc3ccccc3c2)s1,4.8,2.8,.,18.1,-3.3,-1.0,.,4.3,0.2,0.8
Cc1nn(-c2ccccc2)c2sc(-c3nnc(SCC(=O)O)o3)cc12,8.0,4.9,-9.8,0.6,-3.0,1.4,104.5,0.2,-2.1,-2.5
O=C(O/N=C(\c1ccccc1)c1ccccn1)c1cccc2ccccc12,-4.2,-1.4,-3.7,-5.4,3.2,3.4,94.0,3.5,-1.4,-2.0
CSc1nc2ccc(NC(=O)CS(=O)(=O)c3ccccc3)cc2s1,.,-2.0,.,-1.4,.,.,99.0,-3.8,.,.
CC(=O)N1CCN(CC(=O)Nc2ccccc2Sc2ccccc2)CC1,10.0,-2.1,-2.4,-0.8,1.9,7.8,116.7,-0.7,-0.8,-0.6
CC(=O)Nc1ccc(C(=O)NCCc2ccccc2)cc1,7.0,0.5,0.6,-1.4,-2.1,-13.7,.,-1.2,-2.9,0.8
CCCC(=O)Nc1ccc(Cl)c(NC(=S)NC(=O)c2ccco2)c1,-2.8,-2.5,-3.0,-2.0,-6.2,-7.7,80.3,7.2,-1.3,0.7
Cc1cc(=O)n(-c2ccc(O)cc2)[nH]1,32.5,-2.0,12.0,6.6,-9.8,-5.2,101.4,-3.5,-0.4,-0.4
CCCNC(=O)CS(=O)(=O)Cc1nc(-c2cccc(OC)c2)oc1C,3.7,-0.2,.,.,5.6,-4.4,87.9,-1.5,-1.1,-1.5
O=C(Nc1ccccc1)Nc1cccc2nsnc12,10.2,-0.1,-5.7,-24.0,1.2,-5.0,122.8,-0.7,-5.2,-0.4
CCn1nnnc1NCc1c(OC)ccc2ccccc12,2.6,2.6,-2.1,1.8,-1.0,7.0,103.4,3.0,-2.8,0.6
OC(COc1ccc(Cl)c2ccccc12)CN1CCN(c2ccccn2)CC1 (configuration not stated),5.3,-2.2,-4.9,-1.4,-0.9,5.4,94.7,1.2,-2.1,-0.8
Cc1cc2cc(C#N)c(N3CCOCC3)nc2cc1Cl,-4.2,-12.3,2.7,-1.6,-3.8,-7.0,102.6,1.7,0.3,-0.8
O=C1OC(c2cc(Br)c(O)c(Br)c2)c2ccccc21 (configuration not stated),3.0,6.4,-1.8,33.2,-2.0,3.9,94.0,9.1,-1.2,-3.3
Cc1cc(C)n(CC(C)NCc2cn[nH]c2-c2ccc(C)c(C)c2)n1 (configuration not stated),12.8,-6.4,-1.9,0.4,-3.5,-16.4,93.2,-0.3,0.6,-2.8
O=C(Cc1ncc(C(F)(F)F)cc1Cl)NC1CC1,-14.6,-3.5,-4.5,.,1.3,-1.8,115.8,1.9,-0.8,-0.7
COCCN(C(=O)c1ccco1)c1nc(-c2ccc(OC)cc2)cs1,.,-10.7,.,-4.5,.,.,100.8,-0.1,.,.
O=C(O)c1cccc2c1C(=O)N(C1CCCC1)C2,-6.2,-0.2,-2.8,-8.6,-5.3,-2.0,106.5,7.2,5.0,1.6
O=C(/C=C/c1ccccc1)OCCCN=C1NS(=O)(=O)c2ccccc21,16.5,0.1,-3.1,0.2,-3.7,-2.3,98.3,-1.5,-0.9,-0.8
CC(C)OC(=O)CSc1nnc(-c2ccc(Cl)cc2Cl)o1,15.6,-6.4,2.4,-9.2,-0.6,-4.9,98.9,-0.8,-8.7,-4.0
COc1cc(OC)cc(C(=O)O/N=C(\N)c2ccncc2)c1,-8.6,-5.2,0.4,-1.7,-0.9,2.9,112.0,1.7,-1.5,0.7
Cc1cc(CNC(=O)CCc2nnc(CCCCc3ccccc3)o2)nn1C,23.4,-0.3,9.2,-1.7,4.0,13.6,85.9,0.0,-2.0,-0.6
C/C(=N\NC(=O)c1c(Cl)c(C)nn1C)c1cccc(NC(=O)COc2ccc(Cl)cc2)c1,6.2,-6.4,7.8,10.7,4.7,2.0,94.6,3.3,.,0.5
COc1ccc(CN2C(=O)CSCC2=O)cc1OC,27.6,-4.4,4.9,-1.2,-1.5,-5.1,100.8,-1.7,-0.7,2.3
O=C(Nc1ccc(F)cc1)c1ccc2nsnc2c1,-17.5,-0.5,-2.3,-1.5,3.1,9.1,91.1,4.3,0.2,7.4
NC(=O)C1CCN(C2CC(=O)NC2=O)CC1 (configuration not stated),7.1,-0.2,.,-1.5,-5.9,-13.1,.,3.2,-2.2,0.2
O=C(c1cc2nc(C3CC3)cc(C(F)(F)F)n2n1)N1CCCC1,-10.7,1.4,-1.9,-1.6,-6.3,-9.6,.,-3.9,-1.1,1.8
CC(OC(=O)c1ccccc1Oc1ccccc1)C(=O)NC1CC1 (configuration not stated),27.5,0.9,.,-0.7,0.8,0.2,104.9,3.1,-1.3,-0.1
CC/C(=N\NC(=O)c1ccc2c(c1)OCO2)C12CC3CC(CC(C3)C1)C2,5.2,-0.8,-0.9,-2.0,-6.0,-6.6,.,5.6,-0.7,0.6
CC(=O)c1cc2c(cc1F)C(C)(C)CCC2(C)C,7.1,2.1,-1.0,.,-3.5,0.4,123.5,0.7,-2.5,-1.3
CCOC(=O)[C@H]1[C@H]2COc3ccc(Cl)cc3[C@@H]2N2C(=O)c3cc(OC)ccc3NC(=O)[C@@]12C,32.6,-2.9,-0.9,.,-1.8,-7.2,103.7,6.3,-1.6,-1.0
O=C(/C=C\Nc1ccc(Br)cc1)c1cccnc1,-23.8,-2.5,16.3,0.4,-8.5,-7.7,103.2,1.5,-2.4,-0.4
COc1ccc(C(=O)CN2CC(C)SC2=Nc2ccc(Cl)cc2)cc1 (configuration not stated),17.8,-5.7,-3.9,-2.6,1.4,15.1,117.1,-2.0,0.1,-1.8
O=C(NCc1ccc2c(c1)OCO2)C1CCN(S(=O)(=O)N2CCCCC2)CC1,6.3,0.5,.,-0.7,-8.3,1.0,120.8,-1.7,-0.1,0.6
O=C(CC(=O)N/N=C/c1ccccc1O)NCc1cccnc1,-0.7,2.3,-0.4,-1.2,5.1,2.6,82.5,1.6,-2.0,0.5
CC(C)NC(=O)NC(=O)CN1c2cccc3cccc(c23)S1(=O)=O,10.1,-0.4,7.7,-1.8,-4.3,-10.9,103.7,6.1,-0.7,5.4
Cc1c(C)c2ccc(OC(C)C(=O)NC3CCN(Cc4ccccc4)CC3)cc2oc1=O (configuration not stated),-53.1,0.8,1.3,3.7,-5.6,-9.8,108.9,-3.5,-3.1,-0.8

# Record cards, as listed above. Screens in order: Arr AP2 block | DAGLB inhibitor | CAL PDZ FP-1 | NSD2 HMT inh | Keap1-Nrf2 PPI | RTF Ca sens inh | Pemphigus Ab inh | V-ATPase pH | CAL PDZ FP-2 | LANA DNA inh
# CC(OC(=O)c1ccccc1Oc1ccccc1)C(=O)NC1CC1 (configuration not stated) is entered as 27.5 | 0.9 | . | -0.7 | 0.8 | 0.2 | 104.9 | 3.1 | -1.3 | -0.1
# COc1ccc(-c2csc(N3CCN(S(=O)(=O)c4ccc5c(c4)NC(=O)CO5)CC3)n2)cc1 is entered as -8.7 | -0.6 | -4.3 | -5.8 | 0.4 | 4.3 | 94.7 | -4.3 | -2.1 | -2.0

# (listing goes on)
SMILES,Arr AP2 block,DAGLB inhibitor,CAL PDZ FP-1,NSD2 HMT inh,Keap1-Nrf2 PPI,RTF Ca sens inh,Pemphigus Ab inh,V-ATPase pH,CAL PDZ FP-2,LANA DNA inh
CC(C)(C)N=C1NC(=NC(C)(C)C)c2ccccc21,3.2,-2.9,-2.4,.,-2.4,-2.8,83.3,2.8,-0.2,0.3
Cc1nnsc1C(=O)N(Cc1ccccc1)C(C)C,-16.5,-6.0,1.5,1.3,-4.6,-1.2,.,5.5,-0.8,-1.4
Cc1cccc(NC(=O)C[n+]2ccccc2)c1,-6.7,-1.1,-0.7,0.3,2.0,5.9,106.2,-2.8,.,0.4
Cc1ccc2c(c1)C1(OCCO1)C(=O)N2,8.4,-0.6,-2.0,5.0,-1.3,0.0,101.5,0.6,-2.1,0.8
CC(C)(C)C(=O)Cn1nc(Cl)nc1Cl,2.0,0.7,-3.1,-4.3,5.4,-8.2,126.8,-3.2,-2.1,0.3
Cc1ccc(NC(=O)CS(=O)CC(=O)NC2CCN(Cc3ccccc3)CC2)c(C)c1 (configuration not stated),2.3,-0.1,-2.8,1.7,1.2,-14.0,107.4,4.2,-0.3,-1.6
COc1ccc(OCCN(C)Cc2ccccc2)cc1,-11.7,-5.7,-2.1,-2.7,1.8,0.0,99.8,-0.7,.,-1.8
COc1ccc(N2C(=NC(=O)C3CCCCC3)SC3CS(=O)(=O)CC32)cc1Cl (configuration not stated),-3.2,-1.5,0.1,-2.1,-2.4,-4.0,87.8,0.3,0.4,-0.7
CC(=O)Nc1ccc(-c2nc3ccc(NC(C)=O)cc3o2)cc1,20.3,1.5,-8.1,-1.1,-1.4,-3.3,102.7,-2.5,-3.5,-2.3
Cn1c(=O)c2c(ncn2CC(=O)OCC(=O)c2ccc(Br)cc2)n(C)c1=O,.,-0.5,.,-4.5,.,.,95.9,7.6,.,.
CC(C)c1ccc(OCC(=O)Nc2ccc3oc(=O)ccc3c2)cc1,13.9,-3.8,-4.0,-3.0,-2.6,1.0,.,-4.9,-3.7,-0.2
